SARS 3CLpro inh: SARS-CoV 3CLpro protease inhibition. recombinant SARS-CoV 3CLpro, quenched FRET peptide cleavage. inhibition, % at 6 µM. 0.14% of 290,000 active; in the data active = inhibition above about 12%
PfHsp40 rescue: rescue of PfHsp40-mediated yeast toxicity. AID 504582. 0.68% of 340,000 active. growth rescue, % at 12.5 µM. S. cerevisiae expressing PfHsp40, growth rescue, ATP luminescence; in the data active = growth rescue above about 28%, passing the limit was not always enough;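 note: yeast W303a lacking pdr1 and pdr3 grown in galactose medium; growth measured after three days at 30 °C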
Vc quorum ag: induces V. cholerae light production without autoinducers. 0.16% of 350,000 active. V. cholerae BH1578 lux reporter, luminescence, 6 h. activation, % at 18.7 µM; in the data active = activation mostly above about 9.7%, no sharp cut-off; note: not every result past the cut was called active; inactives centre near 0; reference of the scale not given here
CCHF vOTU inh: CCHFV vOTU protease inhibition. Pep-AMC fluorescence. inhibition, % at 11.5 µM. 0.55% of 370,000 active; in the data active = inhibition above about 30%; note: 0% = vehicle wells with enzyme and 100% = no enzyme wells
VHR inh abs: blocks human VHR1 dual specificity phosphatase | P51452 | recombinant VHR phosphatase, pNPP absorbance | inhibition, % at 13.3 µM | 0.52% of 290,000 active | AID 1654; in the data active = inhibition above about 50%; note: some compounds called inactive have numbers as strong as hits
Target sequence (P51452 whole entry, looked up): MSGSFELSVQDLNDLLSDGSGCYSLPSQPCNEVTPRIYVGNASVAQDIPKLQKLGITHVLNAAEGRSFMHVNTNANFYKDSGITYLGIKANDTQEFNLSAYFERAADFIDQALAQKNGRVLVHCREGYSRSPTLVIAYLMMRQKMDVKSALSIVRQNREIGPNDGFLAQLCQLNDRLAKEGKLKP
TcdB inh: TcdB glycohydrolase inhibition; inhibition, % at 9.99 µM; 0.24% of 350,000 active; TcdB glycohydrolase enzymatic assay, plate reader; P18177; in the data active = inhibition above about 10%
Anthrax LF prot: inhibitors of Bacillus anthracis lethal factor protease | inhibition, % at 10 µM | multiplex microsphere protease cleavage assay, LF | 0.12% of 360,000 active | AID 588501; note: plate controls were buffer without enzyme for full effect and enzyme alone for no effect
Target sequence (P15917 whole entry, looked up): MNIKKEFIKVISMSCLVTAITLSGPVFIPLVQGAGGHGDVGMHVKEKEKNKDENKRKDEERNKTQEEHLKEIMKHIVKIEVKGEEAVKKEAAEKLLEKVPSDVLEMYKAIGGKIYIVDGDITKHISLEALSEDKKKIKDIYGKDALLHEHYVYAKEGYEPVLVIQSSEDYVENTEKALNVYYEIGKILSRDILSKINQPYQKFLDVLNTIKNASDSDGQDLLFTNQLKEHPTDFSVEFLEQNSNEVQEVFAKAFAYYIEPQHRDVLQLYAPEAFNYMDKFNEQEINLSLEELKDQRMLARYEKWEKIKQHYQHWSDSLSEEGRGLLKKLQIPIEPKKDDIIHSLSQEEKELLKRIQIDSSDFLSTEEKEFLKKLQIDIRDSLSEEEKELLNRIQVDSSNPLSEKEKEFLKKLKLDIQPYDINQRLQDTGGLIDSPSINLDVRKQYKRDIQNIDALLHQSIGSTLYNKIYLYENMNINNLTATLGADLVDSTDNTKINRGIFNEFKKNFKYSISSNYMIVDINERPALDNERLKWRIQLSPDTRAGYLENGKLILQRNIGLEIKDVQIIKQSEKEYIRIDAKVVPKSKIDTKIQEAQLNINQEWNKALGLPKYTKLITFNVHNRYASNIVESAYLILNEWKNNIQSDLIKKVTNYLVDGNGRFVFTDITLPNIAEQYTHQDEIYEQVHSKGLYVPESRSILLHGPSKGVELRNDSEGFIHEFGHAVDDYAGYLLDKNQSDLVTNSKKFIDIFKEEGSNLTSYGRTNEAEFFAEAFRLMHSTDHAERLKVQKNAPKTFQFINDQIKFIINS
Y pestis TopoI: blocks Yersinia pestis topoisomerase I activity | AID 504884 | activity, % at 10 µM | Y. pestis Topo-I cleavage product accumulation, plate reader | 0.064% of 360,000 active; in the data active = activity above about 50%, passing the limit was not always enough; note: inactives centre near 2
PriA SSB inh: inhibitors of Klebsiella pneumoniae PriA binding to SSB C-terminal tail. inhibition, % at 33 µM. 0.6% of 430,000 active. AlphaScreen SSBct-PriA binding, biotinylated peptide; in the data active = inhibition mostly above about 37%, no sharp cut-off; inactive = mostly below about 20%;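 note: plate controls were negative control peptide for no effect and reference peptide for full effect; strong numbers were not always called active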
BoNT A protease: BoNT A light chain protease inhibition. inhibition, % at 10 µM. multiplex microsphere protease substrate cleavage, flow cytometry. 0.17% of 360,000 active. AID 588499; note: plate controls were buffer without enzyme for full effect and enzyme alone for no effect
Active calls of the source: *; i = inactive; nt = not tested or not shown; & = joins results of further samples. Cut-off read from the data, not from the text of the source, unless noted: active = inhibition above about 30%; inconclusive = no clear call, values can overlap the other calls; inactive = below that.

SMILES	SARS 3CLpro inh	PfHsp40 rescue	Vc quorum ag	CCHF vOTU inh	VHR inh abs	TcdB inh	Anthrax LF prot	Y pestis TopoI	PriA SSB inh	BoNT A protease
O=C(C1CCN(Cc2ccc(Cl)cc2)CC1)N1CCN(C(c2ccccc2)c2ccccc2)CC1	2	1.0	-2.1	8	26	nt	-2	17	19	0.0
CNc1ccccc1-n1ccc(-c2ccccc2)n1	1	3.1	i	3	2	nt	-4	-3	5	-0.5
c1ccc2c(N3CCCCC3)nc(N3CCCCC3)nc2c1	2	8.1	-0.5	3	4	nt	-4	4	-11	-1.2
Cc1nn(Cc2ccccc2)c(Cl)c1C(=O)OCc1nnc(-c2ccc(Cl)cc2)o1	4	-0.5	-0.4	5	29	nt	2	14	-11	0.6
Nc1nc(SCC(=O)Nc2ccc([N+](=O)[O-])cc2)n[nH]1	3	-2.4	3.2	7	40	1.7	-1	5	3	0.2
NC(=O)COc1ccccc1	6	-1.6	-0.8	-12	-12	0.9	nt	-5	-8	nt
C/C(=N\NC(=O)c1cc(O)ccc1O)c1cccc(NC(=O)c2cccc(Cl)c2)c1	-4	2.9	nt	32*	7	-1.2	-4	-16	nt	-2.1
O=C(CSc1nc2c(cnn2-c2ccc(F)cc2)c(=O)[nH]1)N1CCCCCC1	-5	0.3	1.0	-6	8	0.4	-3	5	-9	0.1
CC(C)OC(=O)N(C)C[C@@H]1OCc2cnnn2CCCC(=O)N([C@@H](C)CO)C[C@@H]1C	nt	nt	i	14	nt	-1.6&1.6&-0.5	-4	7	nt	-0.2
C[C@@H]1C(=O)O[C@H]2CC34[C@H]5C[C@@H](C(C)(C)C)[C@]36[C@@H](OC(=O)[C@@H]6O)O[C@@]4(C(=O)O5)[C@]21O (stereo partly drawn)	nt	0.1	i	-2	nt	0.5	1	2	nt	-0.5
O=C(OC(C(=O)Nc1cc(Cl)cc(Cl)c1)c1ccccc1)C1=COCCO1 (stereo not drawn)	7	-0.7	-0.3	1	-5	nt	0	-13	-15	-0.7
O=C(O)c1ccc(N/N=C/c2ccncc2)cc1	-2	-0.2	-2.2	12	27	-0.6	-2	-3	nt	-0.9
Cc1ccc(C(=O)N/C(=C\Cl)P(=O)(c2ccccc2)c2ccccc2)cc1	5	-0.2	-0.3	3	3	-0.6	0	9	-7	-0.5
CCOC(=O)N1CCN(C(=O)c2cn(CC)c3ccc(S(=O)(=O)N(C)C4CCCCC4)cc3c2=O)CC1	-4	-0.4	-0.2	14	27	0.8	-2	21	-12	-0.9
O=C(NCCN1CCOCC1)c1ccc2c(c1)N(Cc1ccc(F)cc1)C(=O)CS2	10	1.0	i	2	7	0.9	-8	-9	10	-0.1
COc1cc(Br)cc(/C=N/NC(=O)Cc2ccccc2)c1O	nt	-1.1	-0.8	-13	nt	1.0	1	5	nt	2.1
Nc1nnc(SCn2nnc3ccccc3c2=O)s1	3	2.0	0.1	-4	6	1.2	-9	-10	-5	0.5
Cc1nn(-c2ccccc2)c2c1C1(C(=O)N(C)c3ccccc31)C(C#N)=C(N)O2 (stereo not drawn)	-8	0.2	3.3	-3	-8	nt	-6	16	2	0.5
CC(C)(C)NC(=O)CN(C(=O)c1snc(C(=O)NC2CCCCC2)c1N)c1ccccc1F	2	2.8	-0.3	10	-41	0.9	2	9	-21	3.5
COC/C=C/C1=CC(=O)C[C@H](c2ccc3c(c2)OCO3)C1	nt	3.8	0.2	13	nt	1.1	-11	8	7	0.2
OC1(CN2CCOCC2)C2CC3CC(C2)CC1C3 (stereo not drawn)	-5	-0.8	i	9	8	nt	-2	-1	-17	0.7
Clc1ccc(-c2cn3cc(Br)ccc3n2)cc1Cl	7	-0.7	-0.2	2	37	0.6	-1	-4	-7	-0.1
CCCCC(=O)NC(=S)Nc1cccc(Cl)c1N1CCCCC1	-2	-1.6	-0.5	10	18	0.0	-1	-8	-16	0.2
CC(OC(=O)c1ccc(-n2cnnn2)cc1)C(=O)NCc1ccccc1 (stereo not drawn)	nt	-0.5	-12	2	nt	-0.4	-2	-1	-22	1.9
CN(C)Cc1ccccc1CNC(=O)c1ccc(Cl)c(S(=O)(=O)NC2CC2)c1	nt	nt	-0.8	-13	nt	0.6	-2	1	nt	-0.8
CN(C)c1nc(OCCNC(=O)COc2ccc(Cl)cc2Cl)nc(N2CCOCC2)n1	-3	1.6	-0.7	-5	21	nt	3	5	-5	0.4
O=C(/C=C/c1ccccc1F)N1CCN(c2ccccn2)CC1	1	0.2	i	5	16	0.1	nt	9	1	nt
CC(C)c1c(C(=O)N/N=C/c2ccc(Cl)cc2Cl)nnn1-c1nonc1N	4	-1.2	-0.1	7	6	0.4	-1	-18	nt	-0.2
Cc1cccc(CCNC(=O)c2nnc(Cc3ccc(Cl)cc3)o2)c1	1	0.2	1.0	-8	-4	0.8	0	6	-17	-0.3
O=C(CSc1ncccn1)NC(=O)Nc1ccc2c(c1)OCCO2	1	0.5	-0.9	3	10	1.0	-8	2	-17	-0.4
COc1ccccc1CNC(=O)c1ccc(CS(=O)(=O)c2ccc(C)cc2)o1	1	0.2	i	9	15	0.5	-1	11	4	-0.6
Cc1cccc(NC(=O)NNC(=O)c2c(Cl)c(C)nn2C)c1	6	0.0	0.1	12	-17	nt	0	-8	0	0.5
O=C(NCC(c1ccco1)N1CCCCC1)c1ccc(COc2ccc(Cl)cc2)cc1 (stereo not drawn)	nt	1.2	-0.3	7	nt	-1.1	-4	10	-4	-4.4
Cc1ccc(C)c(NC(=O)CSc2nnc(CSc3nc(C)cc(C)n3)n2Cc2ccco2)c1	-4	0.6	-0.3	-10	17	nt	-3	12	-8	0.0
CC(=O)Nc1c(O)nc(SCC(=O)Nc2cccc(C)c2)[nH]c1=O	-1	-0.3	-1.6	4	16	0.1	-3	1	-14	-0.7
COc1ccc(CC(=O)NC(C)c2nnc(SCCC(=O)Nc3ccccc3)n2C)cc1 (stereo not drawn)	-1	-0.2	2.1	-18	4	0.6	1	-2	-9	0.2
CCOC(=O)c1sc(N)c(C#N)c1CSc1nnc(C2CCCCC2)n1N	-6	1.2	-0.6	0	-9	nt	2	3	1	4.2
FC(F)(F)c1ccc(N/N=C/c2cccnc2)nc1	7	0.0	-0.2	8	2	-0.7	-5	7	nt	-3.4
CC(C)CN1Cc2cc(N3CCCCC3)ccc2-n2nncc2C1	nt	nt	nt	1	nt	0.8	10	nt	nt	0.8
COc1ccc(NC(=O)CSc2c3c(nc4cc(Cl)ccc24)CCCC3)cc1OC	1	0.9	-0.4	-1	-5	1.5	0	21	6	0.0
CCn1c(=O)c(C(=O)NCc2ccc(OC)cc2)c(O)c2ccccc21	1	6.2	i	-3	-13	nt	0	7	0	-0.2
COC(=O)N1C/C=C\C(c2ccc(OC)cc2)N(Cc2ccc(F)cc2)C(=O)C1 (stereo not drawn)	nt	-0.7	i	-3	0	0.8	-8	-8	-3	-0.4
c1ccc2c(CN3CCSCC3)cccc2c1	-4	1.5	0.3	2	-4	-7.3	-3	5	-12	-0.9
c1ccc(CNCC2COc3ccccc3O2)cc1 (stereo not drawn)	5	0.7	nt	5	9	nt	-5	8	-20	-0.9
CCCCn1c(N)c(N(CC)C(=O)c2cnc(C)cn2)c(=O)[nH]c1=O	nt	-1.0	i	8	nt	0.3	-7	-1	7	4.2

Arranged by count of non-hydrogen atoms (ascending): some entries from above.
SMILES	SARS 3CLpro inh	PfHsp40 rescue	Vc quorum ag	CCHF vOTU inh	VHR inh abs	TcdB inh	Anthrax LF prot	Y pestis TopoI	PriA SSB inh	BoNT A protease
c1ccc2c(CN3CCSCC3)cccc2c1	-4	1.5	0.3	2	-4	-7.3	-3	5	-12	-0.9
CCCCn1c(N)c(N(CC)C(=O)c2cnc(C)cn2)c(=O)[nH]c1=O	nt	-1.0	i	8	nt	0.3	-7	-1	7	4.2
CCn1c(=O)c(C(=O)NCc2ccc(OC)cc2)c(O)c2ccccc21	1	6.2	i	-3	-13	nt	0	7	0	-0.2
COc1ccccc1CNC(=O)c1ccc(CS(=O)(=O)c2ccc(C)cc2)o1	1	0.2	i	9	15	0.5	-1	11	4	-0.6
O=C(NCC(c1ccco1)N1CCCCC1)c1ccc(COc2ccc(Cl)cc2)cc1 (stereo not drawn)	nt	1.2	-0.3	7	nt	-1.1	-4	10	-4	-4.4

Other compounds.
SMILES	SARS 3CLpro inh	PfHsp40 rescue	Vc quorum ag	CCHF vOTU inh	VHR inh abs	TcdB inh	Anthrax LF prot	Y pestis TopoI	PriA SSB inh	BoNT A protease
CCC(C)NC(=S)NNC(=O)c1ccncc1 (stereo not drawn)	0	0.6	i	-6	-3	1.0	-3	1	1	0.3
O=C(NCCN1CCc2ccccc2C1)Nc1ccc([N+](=O)[O-])cc1	-2	0.7	0.4	4	17	-1.0	-2	-4	8	-0.7
Cc1cccc(NC(=O)CNC(=O)CSc2nnc(C(F)(F)F)n2C)c1C	nt	0.4	8.5	-12	nt	0.2	-4	10	10	-5.5
COC(=O)c1ccc[n+](CCc2c[nH]c3ccccc23)c1	nt	-0.1	-0.5	1	nt	1.5	-3	-2	3	-1.2
CCn1c(N2CCN(C(=O)NC3CCCCC3)CC2)nc2ccccc21	2	-0.3	-0.6	14	9	nt	2	-4	-15	1.8
Cc1cc(NC(=O)c2ccc3c(c2)OCCO3)no1	3	-0.2	i	nt	10	nt	1	0	-33	0.4
CS(=O)(=O)N1CCC(C(=O)Nc2cccc([N+](=O)[O-])c2)CC1	6	-0.6	-0.1	15	-18	2.5	6	1	-14	0.1
O=C1NC(c2ccc(Cl)cc2)Nc2ccccc21 (stereo not drawn)	-2	0.8	nt	-5	8	0.3	0	-3	-1	0.1
CCc1ccc(C(=O)NNc2cc(Cl)cc(Cl)c2)cc1	2	0.1	-12	-1	21	0.7	2	-3	1	0.1
Cc1sc2c(c1C)C(=O)NC(c1ccccc1F)N2 (stereo not drawn)	3	0.4	-0.4	6	17	0.4	-14	0	-6	0.0
C=C(C)c1cccc(C(C)(C)NC(=O)N2CCN(c3ccccc3OC)CC2)c1	5	3.0	0.0	3	-4	1.5	-2	49	-11	-0.4
Cn1c(=O)[nH]c(=O)c2c1nc(Br)n2CCCO	-2	-0.4	i	-1	14	nt	0	45	-14	0.3
COc1ccc(NC(=S)N2CCC(N(C)CCN3CCOCC3)CC2)cc1	2	0.4	0.3	8	-4	0.3	-3	2	-1	-0.5
COc1ccc(S(=O)(=O)N2CCC(C(N)=O)(N3CCCCC3)CC2)cc1OC	3	0.0	-0.3	-8	26	0.0	-1	3	8	-1.4
COc1ccccc1/C=C/C(=O)OCc1nc2ccccc2c(=O)[nH]1	-4	0.5	0.4	-4	5	1.8	-1	-15	-2	-0.4
Cc1cccc(NC(=O)CN(C)CC(=O)NC(c2ccccc2)c2ccccc2)c1C	nt	0.1	-3.0	16	nt	2.1	-7	25	-11	0.4
CC1(C)CC(=O)C2=C(C1)N(c1ccc(F)cc1)C(=O)CC2c1cccnc1 (stereo not drawn)	-1	0.2	-0.2	-8	16	1.1	7	5	-15	-0.4
Cc1ccc2nc(NC(=O)CCn3c(=O)sc4ccccc43)sc2c1	-5	3.7	-1.5	2	-6	-1.9	-7	-9	1	-0.2

Two compounds picked at random from the list so far:
SMILES	SARS 3CLpro inh	PfHsp40 rescue	Vc quorum ag	CCHF vOTU inh	VHR inh abs	TcdB inh	Anthrax LF prot	Y pestis TopoI	PriA SSB inh	BoNT A protease
CCC(C)NC(=S)NNC(=O)c1ccncc1 (stereo not drawn)	0	0.6	i	-6	-3	1.0	-3	1	1	0.3
CCn1c(N2CCN(C(=O)NC3CCCCC3)CC2)nc2ccccc21	2	-0.3	-0.6	14	9	nt	2	-4	-15	1.8

Bioassay records as filed in PubChem.

A portion of the library. The share of hits here may be higher or lower than overall.
